From PubChem
PNC inhibitor = inhibitors of perinucleolar compartment assembly. activity change (PNC), negative = inhibition, % at 10 µM. 3.1% of 140,000 active. PC3M PTB-GFP, PNC prevalence imaging, 16 h; hits give low values;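 active = readout at or below -70, meaning at least 70% loss of cells showing the perinucleolar compartment, a nuclear body marking cancer cells; inconclusive = readout between -30 and a set limit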;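 also: plate controls were DMSO wells for no effect and camptothecin positive control wells for full effect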
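PC3M cells stably expressing PTB-GFP, 750–1000 cells/well, treated 16 h at 37 °C with compound (23 nl of library stock), in duplicate. After paraformaldehyde fixation and Hoechst stain, imaged at 20x; PNC prevalence scored by image analysis.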
IMPase cell inh = cell-permeable inhibitors of inositol monophosphatase (IMPase); 120,000 tested, under 10 active; CHO-M1 cells, IP1 accumulation, HTRF TR-FRET ratio; AID 901; P97697; inhibition (IP1 accumulation), % at 46.1 µM; active = well fitted curve in the direction sought with a large enough effect in the signal ratio, not every such curve was filed as active; inconclusive = small, poorly fitted or top-dose-only effect, or a change in a side signal; inactive = no such curve, though single readings can be large or run the other way; the % refers to the signal ratio;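 also: cells stimulated with carbachol in lithium chloride buffer; plate controls were DMSO basal wells for no effect and reference inhibitor wells for full effect; higher means more IMPase inhibition seen as more IP1 and lower FRET ratio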
Target sequence (P97697 whole entry, looked up): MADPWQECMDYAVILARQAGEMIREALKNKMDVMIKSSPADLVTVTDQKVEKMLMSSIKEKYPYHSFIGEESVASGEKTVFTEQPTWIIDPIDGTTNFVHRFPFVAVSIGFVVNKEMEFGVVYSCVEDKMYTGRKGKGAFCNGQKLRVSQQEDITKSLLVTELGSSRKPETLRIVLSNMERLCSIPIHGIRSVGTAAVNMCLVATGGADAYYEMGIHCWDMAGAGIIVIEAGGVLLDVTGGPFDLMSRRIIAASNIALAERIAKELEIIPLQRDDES
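Carbachol-driven Gq signalling in CHO-M1 cells (2000/well) generates IP1. Compounds that block IMPase raise IP1 and so reduce the FRET signal from Eu-anti-IP1 and d2-IP1 after a 10 min room-temperature lysis.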
ALOX12 inhib = 12-hLO (ALOX12) enzyme inhibition; purified 12-hLO, xylenol orange hydroperoxide absorbance; Potency, µM (titrated, usually from 57.1 µM), for the others: top-dose activity change, negative = inhibition, most hits filed as inhibitors; 0.12% of 150,000 active; also: potency is read from the fitted curve at half-maximal effect; nearly all actives have a fitted effect of over 55% in size; many of its hits are not listed in these tables
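Hydroperoxide formation by human 12-lipoxygenase from 40 uM arachidonic acid was followed colorimetrically via ferric-xylenol orange complex, using the 573/405 nm absorbance ratio. Enzyme concentration was 150 nM, with 30 min reaction at room temperature.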
15-hLO-2 inh = blocks human 15-lipoxygenase 2 activity; O15296; purified 15hLO-2, xylenol orange hydroperoxide absorbance; Potency, µM (titrated, usually from 57.1 µM), for the others: at the highest dose activity change, negative = inhibition, most hits filed as inhibitors; 0.56% of 110,000 active; also: potency is read from the fitted curve at half-maximal effect; nearly all actives have a fitted effect of over 60% in size; many of its hits are not listed in these tables
Target sequence (O15296 whole entry, looked up): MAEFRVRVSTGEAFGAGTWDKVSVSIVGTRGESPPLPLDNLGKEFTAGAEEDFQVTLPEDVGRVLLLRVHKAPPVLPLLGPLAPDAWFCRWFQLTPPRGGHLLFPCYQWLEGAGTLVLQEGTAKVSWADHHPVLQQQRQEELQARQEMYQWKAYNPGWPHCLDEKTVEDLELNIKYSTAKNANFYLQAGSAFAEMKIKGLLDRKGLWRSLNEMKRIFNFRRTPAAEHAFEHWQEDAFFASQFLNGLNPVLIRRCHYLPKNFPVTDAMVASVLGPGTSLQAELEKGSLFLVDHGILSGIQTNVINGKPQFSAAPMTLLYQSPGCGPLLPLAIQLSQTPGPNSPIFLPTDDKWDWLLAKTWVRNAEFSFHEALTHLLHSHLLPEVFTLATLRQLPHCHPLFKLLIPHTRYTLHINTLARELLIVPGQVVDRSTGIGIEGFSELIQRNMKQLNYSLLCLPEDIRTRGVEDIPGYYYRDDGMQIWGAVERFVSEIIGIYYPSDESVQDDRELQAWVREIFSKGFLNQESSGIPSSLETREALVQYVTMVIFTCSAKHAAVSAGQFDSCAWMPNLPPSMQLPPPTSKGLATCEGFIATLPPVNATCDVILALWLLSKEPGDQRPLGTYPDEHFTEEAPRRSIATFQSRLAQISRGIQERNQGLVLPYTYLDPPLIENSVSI
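Screening format was qHTS against 50 nM purified 15hLO-2 in Hepes pH 7.5 with detergent. Activity follows hydroperoxide formation from 45 uM arachidonic acid, measured as 573:405 nm absorbance ratio of the ferric-xylenol orange complex.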
* marks the source's active call; other numbers are inactive results; u = inconclusive; x = not tested or not shown; & = joins results of further samples; [ ] = another dose, or the depositor's remark. Unless noted, calls follow the shape of the dose curve; as a rule, active = well fitted curve in the direction sought with a large enough effect; inconclusive = small, poorly fitted or top-dose-only effect, or another doubt; inactive = no such curve, though single readings can be large; an effect the other way counts as inactive or inconclusive. Unless noted, % is scaled to controls: 0 for no effect and ±100 for the full control effect. Not all compounds are listed; the hit share may differ from the screen's.

SMILES	PNC inhibitor	IMPase cell inh	ALOX12 inhib	15-hLO-2 inh
NC(=O)C1(N2CCCCC2)CCN(C(=S)Nc2ccc(F)cc2)CC1	3	x	-2%	x
CCOC(=O)C(=NC(C)(C)C)NNc1cc(Cl)ccc1Cl	41	x	-3%	x
CC(=O)Nc1ccc(Nc2ncnc3c2cnn3-c2ccccc2)cc1	71	-4	-5%	7%
O=C(N/N=C/c1cccc([N+](=O)[O-])c1)C1CC1c1ccccc1 (stereo not given)	36	-1	3%	x
O=C(Nc1ccc(F)cc1F)c1ccco1	u	19	-14%	-7%
Cc1ccc(-n2c(C)cc(=O)cc2C)c(C)c1	10	-16	-5%	x
COC(=O)C1CCN(Cc2ccc(C)cc2)CC1	2	2	-2%	3%
COc1ccc(/C=N/NC(=O)c2ccc(Br)cc2)cc1Cn1cc(Cl)cn1	-13	13	-1%	x
CCN(CC)C(=O)CC(c1ccccc1)c1ccco1 (stereo not given)	-1	-1	-6%	-2%
CN(c1cccc(NC(=O)c2ccccc2N(C)S(C)(=O)=O)c1)S(C)(=O)=O	36	5	-3%	-3%
C#CCn1cc(/C=N/NC(=O)COc2cccc3cccnc23)c2ccccc21	32	x	-2%	x
COc1ccc(C2CC(c3cccc(OC)c3)n3nc(N)nc3N2)cc1 (stereo not given)	104	-3	6%	x
COc1c(-c2coc3cc4c(cc3c2=O)CC(OC(C)=O)C(C)(C)O4)ccc2c1C=CC(C)(C)O2 (stereo not given)	x	x	-3%	-7%
O=C(CN1CCSC1=NCc1ccccc1)c1ccc(Cl)c(Cl)c1	-17	12	-5%	x
Cn1c(=O)c2c(nc(NC3CCCCC3)n2CC(=O)C23CC4CC(CC(C4)C2)C3)n(C)c1=O	188	-5	-1%	x
Cc1ccc(NC(=O)C(OC(=O)c2ccc(F)cc2)c2ccccc2)cc1Cl (stereo not given)	u	-6	-7%	x
CC(Oc1ccccc1)C(=O)Nc1cccc(-c2nc3ccccc3[nH]2)c1 (stereo not given)	32	-20	-4%	42%[activator]
O=C(NC1CS(=O)(=O)CC1NCc1ccccc1)c1ccccc1 (stereo not given)	-27	2	-9%	0%
CC(C)[C@H](NS(=O)(=O)c1ccccc1)C(=O)OCC(=O)Nc1ccc2c(c1)OCO2	20	x	-7%	x
CN(Cc1ccccc1)C(=O)c1cc2ccccc2o1	-25	4	-7%	-8%

Single values from the list.
IMPase cell inh result of O=C(Nc1ccc(F)cc1F)c1ccco1 reads 19
ALOX12 inhib result of CC(C)[C@H](NS(=O)(=O)c1ccccc1)C(=O)OCC(=O)Nc1ccc2c(c1)OCO2 reads -7%
IMPase cell inh result of COc1ccc(/C=N/NC(=O)c2ccc(Br)cc2)cc1Cn1cc(Cl)cn1 reads 13
PNC inhibitor result of C#CCn1cc(/C=N/NC(=O)COc2cccc3cccnc23)c2ccccc21 reads 32
ALOX12 inhib result of CCN(CC)C(=O)CC(c1ccccc1)c1ccco1 (stereo not given) reads -6%
PNC inhibitor result of CCOC(=O)C(=NC(C)(C)C)NNc1cc(Cl)ccc1Cl reads 41
PNC inhibitor result of O=C(NC1CS(=O)(=O)CC1NCc1ccccc1)c1ccccc1 (stereo not given) reads -27

Other structures follow.
SMILES	PNC inhibitor	IMPase cell inh	ALOX12 inhib	15-hLO-2 inh
Cc1c(CCC(=O)O)c(=O)oc2cc(O)ccc12	2	-26	-2%	4%
Cc1c(C(=O)NN)nc2ccccn12	-11	5	0%	x
Cc1ccc(C)c(SCC(=O)NC(=O)NCc2ccccc2)c1	16	x	5%	x
c1cnc(SCCCOc2ccc3ccccc3c2)nc1	24	-7	-6%	9%
Cc1nc(NCCCn2ccnc2)c2oc3ccccc3c2n1	13	-3	4%	33%[activator]
O=C(CC1Nc2ccccc2NC1=O)NC1CCCCC1 (stereo not given)	u	-2	-3%	-4%
Cc1cc(NC(=O)Nc2ccc(F)c(Cl)c2)no1	u	2	-7%	12%
Oc1ccc(-c2n[nH]c(=S)n2-c2ccc3c(c2)OCCO3)cc1	-28	x	-4%	x
Cc1ccc(N2Cc3ccccc3OC(C)C2=O)cc1 (stereo not given)	11	-2	-1%	-1%
COc1ccccc1-n1nnnc1SCc1ccccc1	-12	8	-1%	3%
C(=N\Nc1ncnc2sc3c(c12)CCC3)/c1ccncc1	11	15	-20%	28%
Cc1ccc(-c2noc(CN3CCN(c4ccccc4F)CC3)n2)cc1	u	12	-6%	1%
CCOC(=O)N1CCN(S(=O)(=O)c2ccc(C(=O)NNc3nc4ccc(Cl)cc4s3)cc2)CC1	39	x	-7%	x
COCCn1c(C)cc(/C=C2\NC(=S)N(C)C2=O)c1C	u	x	-22%	x
CCCCNC(=S)N(C)/N=C/c1c(C)[nH]c2ccccc12	-19	x	-1%	x
COc1ccc(OC)c(NC(=O)COC(=O)c2c3c(nc4ccccc24)CCCC3)c1	u	14	2%	15%
Cc1cccc(C)c1OCCn1nc(C(=O)O)c2ccccc2c1=O	38	2	-11%	-1%
Cc1cccc(OCC(=O)Nc2ccc(C(=O)NCc3cccnc3)cc2)c1	57	9	15%	x
COc1ccc(S(=O)(=O)n2ccc(C(C)Oc3ccc(-c4ccccc4)c(F)c3)n2)cc1 (stereo not given)	u	-8[1.84 µM]	-1%	8%[11.4 µM]
O=C(c1ccc2c(c1)OCCO2)C1CCN(C(=O)c2ccc(F)cc2)CC1	u	12	-2%	8%[2.29 µM]
Cc1c(NC(=S)Nc2ccccc2C(F)(F)F)cccc1[N+](=O)[O-]	u	-6	5%	x
COc1ccc(NC(=O)c2cccc(S(=O)(=O)N3CCOCC3)c2)cn1	41	8	2%	4%
CCC1(CC)Cc2ccccc2C(=C(C#N)C#N)N1	u	2[1.84 µM]	-2%	3%[11.4 µM]
Clc1ccc2c(NCc3ccco3)ncnc2c1	23	1	-4%	5%
Cc1nn(CCO)c2c1C(=O)CCC2	7	x	-2%	x
Cc1ccc(Cl)cc1N1CCN(Cc2nc3ccsc3c(=O)[nH]2)CC1	25	6	-3%	43%[activator]
Cc1n[nH]c(=O)nc1N/N=C/c1ccc(O)c([N+](=O)[O-])c1	-12	-3	-1%	x
Cc1cccc(NC(=O)c2ccccc2[N+](=O)[O-])n1	-24	-4	-3%	-3%
Cc1ccc(-c2ccc(OCC(=O)N3CCOCC3)cc2)cc1	u	1	-23%	1%
CC(CN1CCN(c2ccccc2)CC1)c1ccccc1 (stereo not given)	-16	3	-2%	44%[activator]
O=C(NCc1ccccc1)N1CCC(c2nc3ccccc3[nH]2)CC1	-28	7	2%	1%
COc1cc2c(cc1NC(=O)COC(=O)CNS(=O)(=O)c1ccc(C)cc1)oc1ccccc12	-28	-6	-5%	x
COCc1cc(C)nc(SCC(=O)Nc2cc3c(cc2C#N)OCO3)c1C#N	14	10	-8%	-12%
CCCN(CCC)S(=O)(=O)c1ccc(NC(=O)COc2ccccc2)cc1	u	-2	-8%	1%
Cc1cc(S(=O)(=O)N2CCCC2)ccc1OCC(=O)NCc1ccco1	-18	-1	5%	-1%
O=C(NC1CCCCC1)N1CCN(c2ncccn2)CC1	-83*	2	4%	-8%
Cn1c(SCC(=O)Nc2ccc(NC(=O)c3cccs3)cc2)nnc1-c1ccncc1	-8	-9	-3%	x
Cc1nnc(NC(=O)c2c(-c3ccccc3)noc2C)s1	-4	2	1%	u
O=S(=O)(NC1CCc2ccccc21)c1ccc(S(=O)(=O)N2CCCC2)cc1 (stereo not given)	-8	13	-4%	-5%
CCOc1ccc(C(=S)N2CCOCC2)cc1	17	8	-2%	0%
CC1CCc2nn(CC(=O)NC3CCCC3)cc2C1 (stereo not given)	23	-2	5%	0%
O=c1cc(O)n(-c2ccc(F)cc2)c(=S)[nH]1	-18	4	-23%	27%
O=C(CSc1nnc(CNC(=O)c2cccs2)o1)Nc1ccc2c(c1)OCO2	u	5	1%	-8%
COC(=O)c1ccccc1NS(=O)(=O)c1cn(C)c(=O)n(C)c1=O	23	4	1%	-2%
Cc1ccc2nc(/C=C/c3cccc(F)c3)ccc2c1	3	x	-3%	x
COc1ccc(NS(=O)(=O)c2ccc(I)cc2)cc1N1CCN(C)CC1	x	3	2%	-2%
Clc1nc(-c2ccccn2)nc2scc(-c3ccccc3)c12	27	x	1%	x
C=CC1CO1 (stereo not given)	x	x	-1%	1%
Cc1ccc(C(=O)NCCSC(C)(C)C)cc1	16	0	-1%	-10%
COc1ccc2c(c1)c(=O)c(C(=O)c1ccc(F)cc1)cn2CC(=O)Nc1ccc(F)cc1	-8	x	-3%	x
CC1=CC(C)(C)N(S(=O)(=O)c2ccc(F)cc2)c2ccc(C)cc21	-18	15	-9%	2%
Cc1ccc(Cn2c(C)cc3c(c2=O)C(c2cccs2)C(C#N)=C(N)O3)cc1 (stereo not given)	u	u	3%	x
Cc1cccc(CSc2nnc(NC(=O)CSc3nnc(C)s3)s2)c1	29	-21	-2%	-7%
CCOc1ccc(-c2noc(CCC(=O)O)n2)cc1	4	-1	4%	2%
CC(OC(=O)c1ccncc1)C(=O)Nc1cc(S(=O)(=O)N2CCCCC2)ccc1Cl (stereo not given)	7	6	7%	x
COc1cccc(C(=O)NCC(=O)n2nc(C)cc2C)c1	-20	6	0%	-1%
C#C[C@]1(OC(C)=O)CC[C@H]2[C@@H]3CCC4=CC(=O)CC[C@@H]4[C@H]3CC[C@@]21C	x	x	-6%[0.00818 µM]	-30%[0.0915 µM]
Cc1cc(C(=O)COC(=O)c2ccc(O)cc2)c(C)n1CC1COc2ccccc2O1 (stereo not given)	-81*	x	-3%	x
CCCCCOC(=O)CC(C(=O)OCCCCC)N1CCCCC1 (stereo not given)	-1	-4	-8%	x
Cc1cccc2c(-c3ccccc3)cc(=O)[nH]c12	12	u	-3%	x

Complete entries, looked up by structure.
Cc1ccc2nc(/C=C/c3cccc(F)c3)ccc2c1 is listed as PNC inhibitor = 3; IMPase cell inh = x; ALOX12 inhib = -3%; 15-hLO-2 inh = x
Cc1ccc(C(=O)NCCSC(C)(C)C)cc1 is listed as PNC inhibitor = 16; IMPase cell inh = 0; ALOX12 inhib = -1%; 15-hLO-2 inh = -10%
CC1CCc2nn(CC(=O)NC3CCCC3)cc2C1 (stereo not given) is listed as PNC inhibitor = 23; IMPase cell inh = -2; ALOX12 inhib = 5%; 15-hLO-2 inh = 0%

The list goes on.
SMILES	PNC inhibitor	IMPase cell inh	ALOX12 inhib	15-hLO-2 inh
CC1=CC(c2ccccc2)=Nc2ccc(C)cc2N1	-3	x	1%	x
O=c1oc(-c2cccs2)nc2c1cnn2-c1ccccc1	-1	8	1%	0%
O=[N+]([O-])c1ccc(N/N=C\c2ccccc2OCc2ccccc2)cc1	10	x	3%	x
CCCCc1nc(Cl)c(CO)n1Cc1ccc(-c2ccccc2-c2nn[nH]n2)cc1	x	x	-8%	-4%
Cc1ccc(Oc2ccc(C(=O)NC3CCSC3=O)cn2)cc1 (stereo not given)	14	1	-5%	-8%
CCOC(=O)NC(=O)c1cn(CCN(C)C)c(=O)[nH]c1=O	-11	x	-1%	x
COc1cc(OC)cc(OCC(O)Cn2cnc3cc(C)c(C)cc32)c1 (stereo not given)	u	5	5%	41%[activator]
Cc1cccc(OC(=O)NCCOC(=O)N(O)c2ccc(Cl)cc2)c1	16	9	-5%	x
CCOC(=O)C1CCCN(CCCc2ccccc2)C1 (stereo not given)	22	12&13	4%&3%	12%
CCOC(=O)C(C(=O)Nc1ccccc1C)C1CCCCC1 (stereo not given)	21	10	1%	0%
CCOc1ccc(N(C(=O)Cn2nnc3ccccc32)C(C(=O)NC(C)(C)CC)c2cccn2C)cc1 (stereo not given)	26	-1	-7%	x
CCOc1ccc(S(=O)(=O)Nc2ccccc2SC)c2cccnc12	6	-1	5%	x
CC(OC(=O)c1cc2sccc2n1C)C(=O)NCc1cccs1 (stereo not given)	-81*	3	-6%	-1%
CCOC(=O)c1nn(-c2ccc(Cl)cc2)c2nnc(Cc3ccccc3)c(=O)n12	-5	x	-3%	x
O=C(c1csnn1)N1CCC2(CCCN(Cc3ccccc3)C2)CC1	x	x	-1%	2%
Cc1cccc(/C=C/C(=O)c2cc(Br)ccc(=O)c2O)c1	-4	4	u	-22%
